SNCA viab count = counter-screen for SNCA expression inhibitors: cell viability. HEK-293-SNCA-luc viability, GF-AFC fluorescence, 24 h. Potency, µM (titrated, usually from 57.1 µM), without a hit: at the highest dose activity change, negative = cytotoxicity, actives largely listed as cytotoxic. 150,000 tested, 0.12% active;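 note: potency is the fitted concentration of half-maximal effect; 0% = DMSO-treated cells and -100% = medium-only wells without cells; nearly all actives have a fitted effect of over 30% in size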
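Cytotoxicity counterscreen: after 24 h compound treatment of genome-edited SNCA-luciferase HEK-293 cells, live-cell protease substrate GF-AFC read by fluorescence after 30 min; activity scaled between DMSO (0%) and medium-only (-100%), curves Hill-fitted.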
HEK293 tox = HEK 293 cell cytotoxicity; HEK 293 viability, ATP luminescence (CellTiter-Glo), 48-72 h; Potency, µM (top dose mostly 115 µM), for inactives: at the highest dose activity change, negative = cytotoxicity, usual class: inhibitors; 94,000 tested, 6.6% active; AID 1345083; note: potency is the fitted concentration of half-maximal effect; nearly all actives have a fitted effect of over 60% in size
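Viability of HEK 293 cells, plated at 250 cells/well, was judged by cellular ATP after compound treatment for 48 or 72 hr. Luminescence was imaged 10 min after CellTiter-Glo addition at room temperature.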
GPT2 inhibitor = blocks human glutamate pyruvate transaminase 2; Q8TD30; Recombinant GPT2, coupled pyruvate oxidase/HRP Amplex Red fluorescence; Potency, µM (series often up to 57.7 µM), inactives show at the top dose activity change, negative = inhibition, actives largely listed as inhibitors; 100,000 tested, 0.25% active; AID 1671188; note: potency is the fitted concentration of half-maximal effect; nearly all actives have a fitted effect of over 60% in size; many of its hits are not listed in these tables
Target sequence (Q8TD30 whole entry, looked up): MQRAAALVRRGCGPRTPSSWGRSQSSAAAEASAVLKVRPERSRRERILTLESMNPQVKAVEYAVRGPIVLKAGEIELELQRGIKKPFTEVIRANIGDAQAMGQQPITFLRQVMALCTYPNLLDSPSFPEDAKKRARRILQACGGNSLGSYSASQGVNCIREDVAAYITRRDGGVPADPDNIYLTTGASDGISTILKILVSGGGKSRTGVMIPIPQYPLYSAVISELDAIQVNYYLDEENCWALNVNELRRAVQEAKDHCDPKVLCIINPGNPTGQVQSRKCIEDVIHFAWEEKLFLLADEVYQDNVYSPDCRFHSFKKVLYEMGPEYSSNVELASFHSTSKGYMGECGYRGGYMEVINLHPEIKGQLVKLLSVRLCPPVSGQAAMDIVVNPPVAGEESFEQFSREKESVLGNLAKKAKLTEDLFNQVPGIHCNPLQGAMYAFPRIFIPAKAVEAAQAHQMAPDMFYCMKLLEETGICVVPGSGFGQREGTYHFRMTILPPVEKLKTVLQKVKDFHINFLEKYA
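GPT2 10ng/uL, a-KG 250uM, L-Ala 2mM, HEPES pH7.5 + 0.0001% Tween; 30 min RT. Then Amplex mix (PO/HRP/ThPP), 30 min RT dark, fluorescence. AOA 50uM used as positive control.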
SNCA expr inhib = inhibitors of alpha-synuclein (SNCA) gene expression. HEK-293 SNCA-luciferase knock-in, luminescence, 24 h. Potency, µM (series often up to 57.2 µM), inactives show top-dose activity change, negative = inhibition, actives largely listed as inhibitors. 140,000 tested, 0.17% active. AID 1671194;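 note: potency is the fitted concentration of half-maximal effect; plate controls were DMSO cells for no effect and cell-free wells for full effect; nearly all actives have a fitted effect of over 45% in size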
NIH3T3 tox = kills NIH 3T3 cells; NIH 3T3 viability, CellTiter-Glo ATP luminescence, 48-72 h; Potency, µM (series often up to 96.7 µM), inactives show at the top dose activity change, negative = cytotoxicity, actives largely listed as inhibitors; 94,000 tested, 4.3% active; note: potency is the fitted concentration of half-maximal effect; nearly all actives have a fitted effect of over 55% in size
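Cytotoxicity is measured as loss of cellular ATP: NIH 3T3 cells (400/well) are exposed to compound for 48 or 72 hr at 37 °C, then CellTiter-Glo luminescence is imaged after 10 min at room temperature.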
IP6K1 inh = inhibitors of human IP6K1; activity change, % (series mostly up to about 58 µM); Q92551; IP6K1 kinase, ADP-Glo luminescence, 2 h; active compounds read low; 140,000 tested, 0.81% active; in the data active = activity change below about -25%
Target sequence (Q92551 whole entry, looked up): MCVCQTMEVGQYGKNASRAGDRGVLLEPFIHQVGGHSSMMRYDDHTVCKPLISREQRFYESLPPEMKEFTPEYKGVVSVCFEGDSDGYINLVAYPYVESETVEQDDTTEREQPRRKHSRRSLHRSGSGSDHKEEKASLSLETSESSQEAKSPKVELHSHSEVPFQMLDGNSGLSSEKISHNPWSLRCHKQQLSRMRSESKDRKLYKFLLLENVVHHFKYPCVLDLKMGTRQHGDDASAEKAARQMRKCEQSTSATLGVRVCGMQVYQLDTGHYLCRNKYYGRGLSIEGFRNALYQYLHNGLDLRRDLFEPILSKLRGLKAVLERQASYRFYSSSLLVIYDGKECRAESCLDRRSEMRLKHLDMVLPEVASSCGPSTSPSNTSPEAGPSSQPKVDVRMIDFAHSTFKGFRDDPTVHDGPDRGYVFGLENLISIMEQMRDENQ
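ADP-Glo luminescence measures ADP made by human IP6K1 during a 2 h RT reaction with ATP/IP6 (mix at 1.3 mM/130 uM); top library doses 57.5 and 19.1 uM final.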
Luciferase inh = inhibitors of firefly (Photinus pyralis) luciferase | 76,000 tested, 2.5% active | Potency, µM (titrated, usually from 115 µM), for inactives: top-dose activity change, negative = inhibition, hits mostly inhibitors | P08659 | purified P. pyralis luciferase, luminescence, biochemical; note: potency is the fitted concentration of half-maximal effect; nearly all actives have a fitted effect of over 65% in size
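Purified 10nM P. pyralis luciferase with 10uM D-luciferin and 10uM ATP in 50mM Tris acetate pH 7.5, 10mM Mg acetate, 0.01% Tween-20, 0.05% BSA. qHTS titration; luminescence read by CCD imager.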
* hit, by the source's call; i = inactive; ? = inconclusive; . = no result given; [ ] = another dose, or the depositor's remark. Unless noted, calls come from the whole dose curve; as a rule, active = well fitted curve in the direction sought with a large enough effect; inconclusive = small, poorly fitted or top-dose-only effect, or another doubt; inactive = no such curve, though single readings can be large; an effect the other way counts as inactive or inconclusive. Unless noted, % is set by controls: 0 for no effect and ±100 for the full control effect. Some of the compounds tested (hit frequency here may not be typical).

SMILES	SNCA viab count	HEK293 tox	GPT2 inhibitor	SNCA expr inhib	NIH3T3 tox	IP6K1 inh	Luciferase inh
CC(C)Oc1cccc(-c2n[nH]c3c2CC(=O)N(CCOc2ccccc2)C3)c1	-1%[87.6 µM]	?	-12%[88.5 µM]	42%[activator][87.6 µM]	?	14	?
CCCCn1nc(CCOC)nc1-c1ccc(C(=O)N2CCOCC2)cc1	6%	-7%	-12%	5%	-18%	15	0%
Cc1ccc(C(=O)N[C@H]2CO[C@H]3[C@@H]2OC[C@@H]3Nc2nccc(-c3ccc(-c4ccccc4)cc3)n2)cc1	-8%	13µM*	-27%	?	-27%	4	-18%
Cc1cc(C)cc(OCCn2c(CCNC(=O)C3CCCCC3)nc3ccccc32)c1	5%	.	.	-28%	.	1	.
Cc1ccc(C2=NC3(CCN(C(=O)c4ccc(N(C)C)cc4)CC3)ON2)cc1	10%	?	i	14%	-13%	-16	?
COc1cc(OC)cc(-n2c(=O)c3ccccc3n(CC(=O)NCCc3ccc(OC)c(OC)c3)c2=O)c1	?	.	.	-16%	.	28	.
COc1cc(NC(=O)CCc2c(C)nc3cc(-c4ccccc4)nn3c2C)cc(OC)c1OC	0%	.	.	-28%	.	-12	.
CCN1CCN(Cc2c(O)ccc3c(C)c(-c4ccccc4)c(=O)oc23)CC1	?	.	.	-25%	.	-3	.
COc1ccc(CCn2cc3c(c2-c2ccccc2Br)c(=O)n(C)c(=O)n3C)cc1OC	-2%	.	.	8%	.	5	.
COc1cccc(F)c1C(=O)N1CC(=O)N(c2ccc(Cl)cc2)CC1C (configuration not stated)	7%	?	i[11.5 µM]	-23%	3%	15	2%
COc1ccc(C(=O)NCC(=O)N2CCCCCNC(=O)CC2c2ccccc2)cn1 (configuration not stated)	-21%	-2%	-17%	-1%	-5%	7	6%
Cc1ccc(CNS(=O)(=O)c2cc3[nH]c(=O)c(=O)[nH]c3cc2C)cc1	0%	.	.	25%	.	-12	.
CN1C(=O)CO[C@H](c2ccc(NC(=O)c3cccc(C#N)c3)cc2)[C@H]1CO	5%[87.6 µM]	-10%[172 µM]	i	-1%[87.6 µM]	-6%[174 µM]	6	11%[172 µM]
O=C(NCc1ccccc1F)c1ccc2c(c1)CN(Cc1cc(F)c(F)c(F)c1)CCO2	0%	?	i	-14%	?	6	4%
O=C(NC1CCN(c2ccc3nnc(C4CC4)n3n2)C1)c1cccnc1 (configuration not stated)	.	-8%	.	.	-27%	2	.
CCc1nc2c(c(-c3ccc(OC)cc3)n1)CN([S+](=O)([O-])c1cccc(OC)c1)CC2	-5%	-31%	4%	-7%	28µM*	11	.
Cc1nc(-c2ccccc2)n(Cc2cc(F)cc(F)c2)c(=O)c1CCO	0%	?	-11%	11%	?	-13	4%
CC(=O)Nc1cccc(-c2cnc3n[nH]c(-c4sccc4C)c3n2)c1	?	32µM*	-3%[88.5 µM]	30%[activator][87.6 µM]	?	2	?
COc1ccc(N2CC(NC(=O)c3ccc(OC(C)C)cc3)CC2=O)cc1 (configuration not stated)	-2%	.	.	-2%	.	22	.
COc1ccc(C(=O)/C=C/c2cn(CC(O)CN(CC(C)C)CC(C)C)c3ccccc23)cc1 (configuration not stated)	-1%	.	.	64%[activator]	.	15	.
CC(C)CNC(=O)c1ccc2c(c1)NC(C)(CNc1ccccc1)CO2 (configuration not stated)	2%[87.6 µM]	?	-6%[88.5 µM]	-2%[87.6 µM]	?	0	-9%[172 µM]
CCC(C)NC(=O)Cn1c(=O)n(-c2ccc(Cl)cc2)c(=O)c2c3c(sc21)CCCC3 (configuration not stated)	1%	.	.	-11%	.	2	.
CC1(COCC2CC2)COc2ccc(C(=O)N3CCOCC3c3cccc(F)c3)cc2N1 (configuration not stated)	1%[87.6 µM]	?	-5%[88.5 µM]	-26%[87.6 µM]	?	14	-1%[172 µM]
O=c1c2nc(Nc3ccc(C(F)(F)F)cc3)ccc2ncn1Cc1ccccn1	-18%[87.6 µM]	?	-17%[88.5 µM]	-10%[87.6 µM]	?	-2	-14%[172 µM]
Cc1ncoc1C(=O)N1CCCCCCNC(=O)CC1	-2%	-14%	2%	-18%	-8%	-8	-2%
CC1(c2ccccc2)N(Cc2ccc(O)cc2)C(=O)OC12CCN(C(=O)c1cnccn1)CC2 (configuration not stated)	9%	-5%	3%	-15%	32µM*	-8	-4%
CN1C[C@H](NCc2nccn2C)CCC[C@@H](C(=O)NC2CCOCC2)CC1=O	-3%[87.6 µM]	-14%[172 µM]	-6%[88.5 µM]	-32%[87.6 µM]	-4%[174 µM]	-2	6%[172 µM]
CCCn1c(CCC(=O)Nc2cccc(CC)c2)nc2cccnc21	-14%	.	.	-7%	.	-2	.
O=C(Cn1nc2c(cc1=O)CCCC2)N1CCN(c2ccc(C(F)(F)F)cn2)CC1	1%	?	-6%	30%	-20%	9	0%
Cc1cc(CNC(=O)c2cc(-c3ccccc3)cc3c2OCCN3C)no1	-9%[87.6 µM]	100µM*	i	-21%[87.6 µM]	?	-23	2%[172 µM]
CN(C)Cc1nnc(C2CC(NC(=O)C3(C#N)CCOCC3)C2)n1C (configuration not stated)	-1%	i	-5%	5%	0%	-3	2%
C/C=C(/C)C(=O)O[C@H]1C=C(C)C[C@H](OC(=O)c2ccc(O)cc2)C2[C@](O)(C(C)C)CC[C@@]21C (some centres not stated)	-18%[23.9 µM]	.	1%[17.1 µM]	.	.	12	.
COc1ccc(-c2csc(-c3nc(-c4ccc(Br)s4)cs3)n2)cc1F	-1%	.	.	-12%	.	-15	.
O=S(=O)(c1cc(F)cc(F)c1)N1CCCC1c1nncn1Cc1ccncc1 (configuration not stated)	-1%	4%	-1%	-23%	i	-9	7%
COc1ccc(-c2cc3c(=O)n(CCNC(=O)c4ccc(OC)cc4OC)ccn3n2)cc1	?	?	i	22%	-26%	-4	?
COc1cccc(CC(=O)NCC2Cn3cccc3C(=O)N2C)c1 (configuration not stated)	-4%	-2%	3%	-15%	-9%	-7	0%
O=C(NCc1ccon1)C1CCCN(C2CCN(c3nc4ccccc4o3)CC2)C1 (configuration not stated)	-1%	-28%	i	-5%	-14%	1	-2%
CC(C)OC(=O)OCOP(=O)(CO[C@H](C)Cn1cnc2c(N)ncnc21)OCOC(=O)OC(C)C	8%[23.9 µM]	.	i	-32%[25.6 µM]	.	0	.
Cc1nc2ncccn2c1C(=O)N[C@@H]1CCOC[C@H]1Oc1ccccn1	-14%	5%	i	10%	i	-14	2%
COCCOC1CCN(C(=O)c2sc(C)nc2C)CC1	-8%[12.5 µM]	0%	-6%	139%[activator]	3%	10	35µM*
CC1(C)[C@H](Cc2cc(CO)on2)C[C@@H]1NC(=O)c1cccnc1	-9%[87.6 µM]	2%[172 µM]	i	14%[87.6 µM]	-1%[174 µM]	17	1%[172 µM]
Cc1ccc2c(c1)N(C(=O)N1CCC(C(=O)Nc3cccc(F)c3)CC1)CCO2	-23%	.	.	-4%	.	12	.
O=C1NCCN2CC3(CCN(S(=O)(=O)Cc4ccccc4F)CC3)CC12 (configuration not stated)	-4%	i	i	3%	i	-6	3%
CCC(C)C(N)C(=O)NCCN1CCOCC1 (configuration not stated)	-11%	.	-2%	.	.	-17	.
COc1ncccc1CNC[C@H]1O[C@@H]2C[C@@H](CC(=O)N3CCC(F)(F)C3)O[C@@H]2[C@@H]1O	2%[87.6 µM]	1%[172 µM]	5%[88.5 µM]	1%[87.6 µM]	i	13	-1%[172 µM]

Shown with two lines to a compound: part of the list above.
Each structure is followed by: SNCA viab count | HEK293 tox | GPT2 inhibitor | SNCA expr inhib | NIH3T3 tox | IP6K1 inh | Luciferase inh
CN1C(=O)CO[C@H](c2ccc(NC(=O)c3cccc(C#N)c3)cc2)[C@H]1CO
    5%[87.6 µM] | -10%[172 µM] | i | -1%[87.6 µM] | -6%[174 µM] | 6 | 11%[172 µM]
O=C(NCc1ccccc1F)c1ccc2c(c1)CN(Cc1cc(F)c(F)c(F)c1)CCO2
    0% | ? | i | -14% | ? | 6 | 4%

The listing continues:
SMILES	SNCA viab count	HEK293 tox	GPT2 inhibitor	SNCA expr inhib	NIH3T3 tox	IP6K1 inh	Luciferase inh
COc1ccc(NC(=O)Nc2cccn3nc(C)nc23)cc1	-8%	?	?	119%[activator]	?	11	18µM*
O=C(O)C[C@@H]1CCN(C(=O)Cc2ccccc2)C[C@@H]1CCN1CCC[C@H]1C(=O)O	1%[87.6 µM]	-2%[172 µM]	-7%[88.5 µM]	6%[87.6 µM]	2%[174 µM]	6	-4%[172 µM]
COc1ccc(C(=O)N2CCC(N3CCNC3=O)CC2)cc1	-2%[87.6 µM]	i	1%[88.5 µM]	31%[activator][87.6 µM]	5%[138 µM]	-22	.
Cc1n[nH]c(C)c1CNC(=O)C12CCCC=C1N(C1CCCC1)C(=O)CC2 (configuration not stated)	-7%	-18%	i	-3%	-7%	12	0%
Cc1ccc(-n2cc(CN3CCCCC3C(N)=O)c(-c3cccc(C)c3)n2)cc1 (configuration not stated)	-13%	50µM*	i	0%	79µM*	-9	?
O=C(Cc1ccc(Cl)cc1)N[C@H]1[C@H](O)[C@H](O)C[C@@H]1c1cccnc1	-2%[87.6 µM]	4%[172 µM]	i	?	i	3	-2%[172 µM]
COCCNC(=O)c1ccc2nnc(-c3cccc(C(F)(F)F)c3)n2c1	11%	0%	2%	-28%	-17%	-5	.
CC1CCN(CCNC(=O)c2cc3cn(C(C)C)cc3s2)CC1	8%	-4%	-13%	-6%	0%	3	-9%
O=C1[C@@H]2C[C@@H](CN2C2CCOCC2)Oc2ccccc2N1Cc1ccccn1	-1%[87.6 µM]	-4%[172 µM]	-1%[88.5 µM]	4%[87.6 µM]	-8%[138 µM]	14	2%[172 µM]
CC(=O)NC[C@H]1CCN(C(=O)NCc2ccc(F)cc2)C[C@H]1N(C)C	4%[12.5 µM]	-1%	i	?	-6%	-1	-4%
Cc1cc(C)n(CCC(=O)NCC2CCN(c3cc(-c4ccc(F)cc4)[nH]n3)CC2)n1	1%	?	-25%	-8%	-23%	4	7%
Cc1ccc(S(=O)(=O)N2CCC(n3cnnc3C(C)C)CC2)c(C)c1	-16%	-33%	4%	-5%	-21%	1	-13%
CCCCc1ccc(NC(=O)CSc2nc(=O)[nH]c3c2CCCC3)cc1	-2%	.	.	-10%	.	13	.
Cc1ccccc1C(=O)N1CCCC(C(=O)N2CCC(c3nc4ncccc4[nH]3)C2)C1 (configuration not stated)	4%	-3%	-27%	-7%	-17%	4	.
COc1ccc(OC)c(-n2cnc3cc(C(=O)NC4CCCCCC4)ccc32)c1	0%	.	.	45%[activator]	.	9	.
CSc1ccc(NC2=N[C@H]3[C@@H](O)[C@H](O)C[C@H](C(=O)NCCN4CCOCC4)[C@H]3S2)cc1	6%	-11%	?	0%	3%	2	?
Cc1cccc(CNC(=O)c2cc(NC(=O)C(C)C)cc3nc(C)ccc23)c1	2%	?	-6%	3%	?	14	?
Cc1nn(-c2ccccc2)c2c1C(C(C)C)N(C1CCN([S+](=O)([O-])c3ccccc3)CC1)C2=O (configuration not stated)	.	1%	.	.	2%	3	.

Compound activity from PubChem.
